Assay outcomes as filed in PubChem BioAssay.
XIAP displacement: small molecules displacing peptide from XIAP – biochemical, IAP family, fluorescence polarization (AID 1018). XIAP BIR domain, fluorescence polarization peptide displacement; higher % means a stronger effect. displacement, % at 20 µM; hits with a dose series show IC50 in µM. 200,000 tested, 0.007% active; in the data active = displacement above about 50%; note: a part of the inactive calls stands beside numbers as strong as those of hits
CSM14.1 death rescue: rescue of cells from ER stress-induced death, primary screen, 384-well, CSM14.1, thapsigargin, ATP luminescence (AID 1222). CSM14.1 thapsigargin-induced death rescue, ATP luminescence; higher % means a stronger effect. one-dose cellular ATP content (survival), % at 20 µM; EC50 in µM for titrated hits. 190,000 tested, under 10 active;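 active = EC50 below 50 µM in the dose-response confirmation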;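 note: death triggered by thapsigargin at about 15 µM added after 2 h compound pretreatment; cell ATP read after overnight thapsigargin exposure of roughly 18 to 22 hours; normalized against plate controls of thapsigargin alone and 5% DMSO vehicle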
Insulin prom up: MIN6 insulin promoter up-regulation | MIN6 insulin promoter-GFP reporter, high-content imaging; active compounds read high | z-score at 5 µM | 190,000 tested, 0.3% active;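 active = z-score above 3 at 5 µM with at least 500 cells counted in the well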
Lipid droplet: hepatic lipid droplet formation modulation | AML12 mouse hepatocytes, oleate lipid droplets, BODIPY imaging | inhibition, % at 6.5 µM | 240,000 tested, 0.4% active;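 active = lipid droplet intensity inhibited by at least 50%, with more than 500 cells counted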
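Test system: AML12 hepatocytes (mouse); reagent: oleate loading, 100 µM; dosing: one dose, 6.5 µM compound; incubation: overnight exposure; signal: fluorescence imaging, 20x objective, two fields per well; read-out basis: % inhibition of corrected integrated BODIPY droplet signal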
MT stabilize HCS: stabilizes microtubules in HeLa cells; HeLa tubulin immunostaining HCS, 24 h; share of cells brighter than vehicle mean+2SD; % tubulin-high responders, % at 10 µM; 200,000 tested, 0.83% active;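 active = plate Z-score above 3 for both tubulin-high and condensed-nucleus cell shares, with cell loss under 80%, at 10 µM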;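 note: anti alpha tubulin signal scored within the nucleus-defined area of each cell; some results filed as inactive read as strong as hits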
Dynein cargo inh: dynein cargo transport inhibition; 3617.4 mouse cells, GR-EGFP nuclear translocation imaging; test concentration mostly 20 µM; stimulated with dexamethasone, 1 µM; active compounds read low; z-score, hits read low; 220,000 tested, 0.47% active;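 active = plate z-score of nuclear minus cytoplasmic receptor signal below a set negative limit, without overly bright fluorescence or cell loss, cut at about -3.5 in these data, passing the limit was not always enough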;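 note: z-score of nuclear minus cytoplasmic ring GR-EGFP intensity difference per well; some compounds called inactive have numbers as strong as hits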
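Also added: dexamethasone, 1.0 µM final. Medium: tet-free, stripped-serum medium. Detection: fixed, Hoechst-stained cells imaged at 10x for EGFP. Read-out: nuclear-to-cytoplasmic GR-EGFP distribution per well. Times: induction 48 h, compound 1 h, agonist 30 min.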
b-catenin transl: beta-catenin nuclear translocation modulation | nuclear translocation activity, % at 5 µM | 190,000 tested, 0.3% active | HeLa beta-catenin nuclear translocation, immunofluorescence imaging;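 active = nuclear translocation activity above 50% at 5 µM, with a well cell count of 50 or more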;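 note: per-cell ratio of nuclear to cytoplasmic median beta-catenin stain intensity; plate controls were DMSO negative control for no effect and GSK-3 inhibitor IX positive control for full effect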
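Test system: HeLa cells, endogenous beta-catenin; Compound: single 5 µM dose plus 0.02–20 µM confirmation series; Times: compound exposure 24 h at 37°C; Signal: fluorescence imaging of beta-catenin antibody stain plus DAPI; Read-out: % activation, nuclear-to-cytoplasmic median beta-catenin signal ratio per cell.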
Autophagy HCS: modulators of autophagy; calls only at 10 µM (by protocol); AID 463193; MEF GFP-LC3 puncta imaging; test concentration mostly 10 µM; 190,000 tested, 0.98% active;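 active = percentage of spot-positive cells more than 3 SD above its plate mean, without a fluorescence outlier flag or 80% toxicity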;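 note: spot-positive cell cutoff set from DMSO-treated cells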
WT yeast gro inh: growth inhibition of WT yeast, mitochondrial fusion screen; mitochondrial fusion phenotypic screen, WT strain; inhibition, % at 10 µM; 190,000 tested, 2.1% active; AID 1362; in the data active = inhibition above about 58%; tested in S. cerevisiae
WT yeast gro inh mutant strain: second read-out of WT yeast gro inh, no call of its own (marks repeat the call); inhibition, %; mitochondrial fusion phenotypic screen, mutant strain inhibition
Dynein cargo inh cytoplasmic EGFP: also measured in Dynein cargo inh; calls as there; z-score; measured here: cytoplasmic GR-EGFP intensity; active compounds read high
Dynein cargo inh nuclear GR-EGFP: recorded beside Dynein cargo inh, whose call it bears; z-score; measured here: nuclear GR-EGFP intensity;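 lower value marks the stronger effect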
Dynein cargo inh cell count: also measured in Dynein cargo inh; calls as there; z-score; measured here: cell count per field
Insulin prom up cell count: also measured in Insulin prom up; calls as there; cell count; measured here: cytotoxicity, nuclei count;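 total cells summed across four imaged fields per well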
Lipid droplet cells 6.5 µM: recorded beside Lipid droplet, whose call it bears; cell count; measured here: cell count, cytotoxicity flag;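 cells counted across two imaged fields per well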
b-catenin transl cell count 5 µM: recorded beside b-catenin transl, whose call it bears; cell count; measured here: cell count, cytotoxicity flag
MT stabilize HCS Hoechst-high %: recorded beside MT stabilize HCS, whose call it bears; % Hoechst-high responders; measured here: nuclear condensation Hoechst responders;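 share of cells brighter than vehicle mean plus two SD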
MT stabilize HCS cytotoxicity %: second read-out of MT stabilize HCS, no call of its own (marks repeat the call); toxicity, %; measured here: cytotoxicity by cell density;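 0% = mean cell density of plate MIN control wells and 100% = no cells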
Autophagy HCS cell loss 18 h: further read-out of Autophagy HCS, marked with its call; toxicity, %; measured here: cell loss, nuclei count;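 cell loss after 18 h compound exposure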
* hit, by the source's call; i = inactive; . = no result given.

SMILES	XIAP displacement	CSM14.1 death rescue	Insulin prom up	Insulin prom up cell count	Lipid droplet	Lipid droplet cells 6.5 µM	MT stabilize HCS	MT stabilize HCS Hoechst-high %	MT stabilize HCS cytotoxicity %	Dynein cargo inh	Dynein cargo inh cytoplasmic EGFP	Dynein cargo inh nuclear GR-EGFP	Dynein cargo inh cell count	b-catenin transl	b-catenin transl cell count 5 µM	Autophagy HCS	Autophagy HCS cell loss 18 h	WT yeast gro inh	WT yeast gro inh mutant strain
COCCN(CCOC)c1cc(C)c(C#N)c2nc3ccccc3n12	3.4%	.	0.01	1195	8.1	682	4.0	1.8	4.8	0.152	-0.262	0.0418	0.815	.	.	i	-7.7	27.2	14.6
COc1nc(NS(=O)(=O)c2ccc(C)cc2)nc(C)c1Cl	.	-0.9%	-0.1	1309	-1.0	719	1.9	2.1	5.2	-0.514	-0.268	-0.221	0.922	1.6	973	i	-0.5	-16.8	7.1
CCc1ccc(/C=N/NC(=O)c2cc(C3CC3)nc3ccc(Br)cc23)s1	-5.2%	-5.3%	-0.82	682	20.1	797	20.0*	32.8*	42.3*	-0.965	-0.0576	-0.24	0.591	-1.5	1261	i	46.9	15.5	76.9
CCCCCCCC(=O)N/N=C(\C)c1ccc(N)cc1	-5.4%	0.7%	0.49	1346	-14.2	664	5.1	2.0	8.6	-0.503	-0.208	-0.0807	-0.177	-2.1	1081	i	6.7	11.8	23.4
CCOC(=O)N1CCN(S(=O)(=O)c2ccc(F)cc2)CC1	-5.5%	-0.6%	0.29	1282	.	.	1.6	1.6	5.3	0.265	-0.118	0.156	0.458	-5.5	984	i	4.8	-12.3	-10.0
COc1ccc(S(=O)(=O)Nc2ccc(N3CCOCC3)cc2)cc1Br	-1.8%	6.1%	-0.14	808	10.4	824	2.0	2.5	4.2	0.44	-0.273	0.338	0.121	-3.2	1185	i	24.2	15.7	31.8
CCCCOc1ccc(-n2nc(C)cc2C)nn1	-3.5%	-2.0%	-0.84	1450	.	.	2.5	1.3	6.4	-0.882	-0.222	-0.622	0.514	-2.9	982	i	6.9	-12.9	-8.6
O=C(NC1CCSC1=O)c1cccc(Cl)c1 (stereo not drawn)	-1.0%	1.3%	.	.	17.4	653	3.0	1.7	6.6	0.483	-0.299	0.923	-0.722	5.1	902	i	-4.8	-8.4	7.4
CC(C)CC(COCc1ccc(C(F)(F)F)cc1)N1CCN(C(=O)c2ccc(C(F)(F)F)cc2)CCC1=O (stereo not drawn)	-12.4%	-1.0%	-0.08	758	-5.5	678	2.1	3.0	14.0	-0.292	-0.297	0.218	0.474	.	.	i	7.5	43.6	-20.9
COc1ccc2c(c1OC)C(=O)N(c1cccc(C(F)(F)F)c1)C2	-9.3%	2.0%	0	1025	-6.6	779	3.8	3.9	22.3	0.617	0.0712	0.288	-0.316	-3.9	1195	i	10.5	1.4	3.1
Cc1cc2c3c(c1C)C1(C(=O)N3C(C)(C)CC2C)C(C#N)=C(N)Oc2cc(O)ccc21 (stereo not drawn)	-4.8%	4.2%	.	.	17.1	809	2.4	1.1	8.0	-2.14	-0.21	-1	0.632	-7.9	1194	i	-9.0	-3.0	-1.9
CC(=O)C1C(c2ccc(OC(F)F)cc2)NC(=O)NC1(O)C(F)(F)F (stereo not drawn)	0.4%	-0.4%	-0.16	721	.	.	2.5	3.4	9.8	-0.764	-0.22	-0.302	0.183	.	.	i	5.0	3.8	-8.5
COc1ccc(/C(C)=N/NC(=O)OC(C)(C)C)cc1[N+](=O)[O-]	.	.	-0.22	1169	-10.7	714	.	.	.	-0.38	-0.172	-0.0817	0.398	-0.2	1434	.	.	.	.
CC(C)=CC1C=C(C)C(C)C2C(=O)NNC(=O)C12 (stereo not drawn)	-5.8%	0.9%	1.87	997	10.9	833	1.0	2.0	7.2	-0.00596	-0.0572	-0.146	0.474	.	.	i	-6.6	-8.1	-13.8
CC(C)(C)NC(=O)C(=O)NNC(=O)c1ccccc1	-4.1%	0.0%	.	.	.	.	3.1	2.0	8.9	-0.106	-0.212	-0.345	0.902	.	.	i	7.6	2.9	-7.3

Next section; the last 2 above are carried over.
SMILES	XIAP displacement	CSM14.1 death rescue	Insulin prom up	Insulin prom up cell count	Lipid droplet	Lipid droplet cells 6.5 µM	MT stabilize HCS	MT stabilize HCS Hoechst-high %	MT stabilize HCS cytotoxicity %	Dynein cargo inh	Dynein cargo inh cytoplasmic EGFP	Dynein cargo inh nuclear GR-EGFP	Dynein cargo inh cell count	b-catenin transl	b-catenin transl cell count 5 µM	Autophagy HCS	Autophagy HCS cell loss 18 h	WT yeast gro inh	WT yeast gro inh mutant strain
CC(C)=CC1C=C(C)C(C)C2C(=O)NNC(=O)C12 (stereo not drawn)	-5.8%	0.9%	1.87	997	10.9	833	1.0	2.0	7.2	-0.00596	-0.0572	-0.146	0.474	.	.	i	-6.6	-8.1	-13.8
CC(C)(C)NC(=O)C(=O)NNC(=O)c1ccccc1	-4.1%	0.0%	.	.	.	.	3.1	2.0	8.9	-0.106	-0.212	-0.345	0.902	.	.	i	7.6	2.9	-7.3
O=C(COC(=O)c1ccccn1)Nc1ccc(S(=O)(=O)N2CCOCC2)cc1	-0.1%	-2.5%	-0.7	1919	3.2	704	2.1	1.9	10.3	-0.14	-0.0404	0.195	0.428	0.6	1059	i	0.2	-7.1	7.2
COC(=O)C(CO)NC(=O)C(C)NC(=O)CNC(=O)OCc1ccccc1 (stereo not drawn)	-1.3%	0.9%	-0.43	1190	-1.8	767	3.8	3.1	8.4	0.541	-0.341	0.433	-0.115	.	.	i	20.8	-16.1	18.3
COc1ccc(-c2cc(CNC(=O)CCl)on2)cc1	-1.5%	1.9%	.	.	.	.	6.6	1.8	0.5	-0.729	-0.149	-0.45	-0.261	.	.	i	-30.7	3.8	6.8
Cc1ccc(-c2c(C(=O)NCc3ccccc3)oc(=O)c3ccccc23)cc1	0.2%	8.3%	-0.84	1219	-3.0	699	1.8	3.1	11.0	0.49	-0.102	0.111	-0.153	-4.3	560	i	0.1	9.7	-13.3
O=C(CC1SC(=Nc2ccccc2)N(CCc2ccccn2)C1=O)Nc1ccc(F)cc1 (stereo not drawn)	-0.1%	-1.8%	-0.11	1424	-13.6	601	6.4	1.9	11.6	-0.299	-0.0329	-0.263	-1.71	-2.2	1165	i	3.1	17.4	-3.7
O=C(COC(=O)c1c(Cl)cccc1Cl)Nc1cc(Cl)ccc1Oc1ccccc1	-4.9%	-2.4%	-0.82	1360	-70.5	530	4.4	2.0	11.1	0.447	-0.15	0.411	-0.381	2.7	1028	i	1.4	4.9	-2.2
Cn1ncc2c(N3CCN(c4ccccc4F)CC3)ncnc21	-6.9%	3.5%	-0.27	912	-3.0	768	1.3	1.1	3.9	-0.337	-0.217	0.411	0.913	1.4	1182	i	14.2	-8.7	-3.9
O=C(Cc1cccs1)Nc1cccnc1	-2.9%	0.3%	-0.97	1426	.	.	2.6	2.0	0.0	-0.188	-0.259	0.349	0.166	-3.6	976	i	-5.3	-7.3	-1.0
CCN1CC(CN(C)Cc2nc(-c3ccc(Cl)cc3)no2)CC1=O (stereo not drawn)	-7.5%	-0.7%	0.69	1371	1.5	708	4.0	1.0	10.3	-0.227	-0.288	0.243	0.527	-0.4	968	i	12.4	4.5	3.7
CCc1ccc(NC2=CC(=O)CC(c3ccco3)C2)cc1 (stereo not drawn)	-0.7%	-0.3%	0.26	1323	.	.	3.6	2.7	0.1	-1.19	0.194	-0.456	1.71	-6.6	829	i	-3.2	.	.
CCn1c(C)cc(/C=C2/SC(=S)N(CC(=O)O)C2=O)c1C	-1.0%	-2.6%	-0.2	1607	19.5	664	2.2	2.6	7.0	-0.516	-0.295	0.302	-0.366	-3.6	1046	i	17.5	14.3	10.4
CCCC(=O)OC(C(=O)Nc1cc(C(F)(F)F)ccc1Cl)c1ccccc1 (stereo not drawn)	-4.7%	-0.9%	-1.04	1397	-16.2	675	2.5	2.3	1.5	-0.0285	-0.293	-0.354	0.27	.	.	i	10.1	48.9	-15.8
COCCN(C(=S)Nc1ccccc1OC)C1CCN(C(C)C)CC1	-4.4%	-1.7%	.	.	21.2	743	2.3	2.8	2.6	-1.13	-0.147	-0.601	0.909	-1.0	1153	i	13.1	-3.8	-1.7
O=C(NCC1OCCCN1S(=O)(=O)c1cc(F)ccc1F)C(=O)NC1CCCCCC1 (stereo not drawn)	0.8%	.	-0.87	1279	3.8	735	3.4	2.8	6.0	0.499	-0.341	0.148	-0.207	4.1	1015	i	3.6	21.6	-20.8

Two records drawn at random from the list so far:
SMILES	XIAP displacement	CSM14.1 death rescue	Insulin prom up	Insulin prom up cell count	Lipid droplet	Lipid droplet cells 6.5 µM	MT stabilize HCS	MT stabilize HCS Hoechst-high %	MT stabilize HCS cytotoxicity %	Dynein cargo inh	Dynein cargo inh cytoplasmic EGFP	Dynein cargo inh nuclear GR-EGFP	Dynein cargo inh cell count	b-catenin transl	b-catenin transl cell count 5 µM	Autophagy HCS	Autophagy HCS cell loss 18 h	WT yeast gro inh	WT yeast gro inh mutant strain
CCc1ccc(NC2=CC(=O)CC(c3ccco3)C2)cc1 (stereo not drawn)	-0.7%	-0.3%	0.26	1323	.	.	3.6	2.7	0.1	-1.19	0.194	-0.456	1.71	-6.6	829	i	-3.2	.	.
COC(=O)C(CO)NC(=O)C(C)NC(=O)CNC(=O)OCc1ccccc1 (stereo not drawn)	-1.3%	0.9%	-0.43	1190	-1.8	767	3.8	3.1	8.4	0.541	-0.341	0.433	-0.115	.	.	i	20.8	-16.1	18.3
